Assay outcomes deposited in PubChem by Columbia University Molecular Screening Center.
mHtt clearance – mutant huntingtin protein clearance; HeLa Exon1htt(103Q)mCFP, aggregate imaging; zero = plate's median compound well; inhibition, % at 1.5 µM; hit rate 0.42% among 47,000;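 active = inhibition of aggregate fluorescence above about 70%, also judged a hit by eye on the cell image, limit read from the data, passing the limit was not always enough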;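 note: cells exposed to compound for three days before fixation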
mHtt clearance grain fraction – second read-out of mHtt clearance, no call of its own (marks repeat the call); fraction fluorescence in grains; measured here: aggregate grain fluorescence fraction; stronger effect = lower value;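 scaled fraction of total cell fluorescence in grains with unit not stated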
The depositor's hits bear a star. Only part of the results is shown; the hit share may differ from the screen's.

SMILES | mHtt clearance | mHtt clearance grain fraction
CCCn1c(NC(=O)C2COc3ccccc3O2)nc2ccccc21 (centres undefined) | 0 | 19
O=C(CSc1nc2scc(-c3ccco3)c2c(=O)n1-c1ccccc1)NCC1CCCO1 (centres undefined) | 28 | 13
C=CCSc1nc(O)c(CC)c(=O)n1C(C)CC (centres undefined) | -61 | 68
O=c1[nH]c(SCc2ccccc2Cl)nc2c1CCC2 | -9 | 22
CCCOC(=O)c1c(NC(=O)/C=C/c2cnn(C)c2C)sc(C(=O)OC)c1C | -20 | 46
COc1ccc(C2(C(=O)N3CCOCC3)CCCC2)cc1 | 18 | 33
CCN1c2ccccc2-c2nc3ccccc3n2C1c1ccco1 (centres undefined) | 12 | 33
C=C(Br)Cn1c(CCC)nc2ccccc21 | -46 | 45
CCn1c(=O)n(CC(=O)N(C)Cc2ccccc2)c(=O)c2ccccc21 | -32 | 26
N#CC1=C(N)OC2=C(C(=O)CCC2)C1Cc1ccccc1 (centres undefined) | 22 | 13
Cc1cccc(N2CCN(C(=O)C3CCCCC3)CC2)c1C | -6 | 47
COC(=O)CSc1ccc2nnc(-c3ccc(OC)c(OC)c3)n2n1 | 34 | 21
O=C(CSc1nc(-c2ccc(F)cc2)cs1)NC(=O)NCc1ccco1 | 6 | 40
COc1ccc(NC(=O)c2ccc(COc3ccccc3OC)o2)cc1OC | -4 | 45
Cc1cc(NC(=O)CCC(=O)N(CC(=O)NC2CCCC2)Cc2ccc(F)cc2)no1 | 16 | 17
C=CCn1c(-c2ccccc2)nc2nc3ccccc3nc21 | 18 | 25
Cc1c(CN(C)C)c2c(n1Cc1ccccc1)C(=O)c1ccc(Br)cc1-2 | 21 | 16
C=CCN(C1CCCCC1)S(=O)(=O)c1ccc2c(c1)oc(=O)n2C | -274 | 181
COC(=O)Cc1cc(=O)n2[nH]c(C)cc2n1 | 30 | 27
O=C(c1ccco1)c1n[nH]nc1-c1ccccc1 | -17 | 24

By substructure, the compounds so far with bromine
SMILES | mHtt clearance | mHtt clearance grain fraction
C=C(Br)Cn1c(CCC)nc2ccccc21 | -46 | 45
Cc1c(CN(C)C)c2c(n1Cc1ccccc1)C(=O)c1ccc(Br)cc1-2 | 21 | 16

The list continues:
SMILES | mHtt clearance | mHtt clearance grain fraction
O=P1(c2ccccc2)C=Cn2c1cc1c2CCCC1 (centres undefined) | 40 | 11
CN(C)c1nc(C(=O)Nc2ccccc2)nc(N(C)C)n1 | 7 | 16
Cc1cc(NC(=O)Cn2nnc3sc4c(c3c2=O)CCC(C(C)(C)C)C4)no1 (centres undefined) | 11 | 33
CC(=O)NC1=NN(C(C)=O)C(C)(CS(=O)(=O)c2ccc(Cl)cc2)S1 (centres undefined) | 15 | 16
COc1ccc2c(c1)C1(Nc3ccccc3-c3nc4ccccc4n31)C(=O)N2C (centres undefined) | -30 | 49
CSc1nnc(-c2cnccn2)n1Cc1ccccc1 | -68 | 34
CCCCOc1ccc(N(CC(=O)NCC2CCCO2)C(=O)CCC(=O)Nc2cc(C)ccn2)cc1 (centres undefined) | 7 | 17
CCc1ccc(-n2c(O)c(C=NCCN(CC)CC)c(=O)[nH]c2=O)cc1 | -41 | 41
CCCC(=O)Nn1cnc2c(c1=O)C1(CCCC1)Cc1ccccc1-2 | 12 | 17
CCCOC(=O)CSc1nc(N)c(C#N)c(-c2ccco2)c1C#N | -39 | 23
Cc1ccnc(N2CCCC(C(=O)Nc3cc(F)ccc3C)C2)n1 (centres undefined) | -20 | 39
O=C(CCC(=O)N1CCCC1)Nc1nnc(C2CCCCC2)s1 | -40 | 52
CN(Cc1nc(-c2ccccn2)no1)S(=O)(=O)c1ccccc1 | -39 | 27
O=C(c1ccccc1)c1nn(-c2ccccc2)c2nnc(Cc3ccccc3)c(=O)n12 | -11 | 20
Cc1cc(NC(=O)CSc2nnc(C3CC3)n2N)no1 | -9 | 38
Cc1ccccc1CSc1ncc(C#N)c(N)n1 | 4 | 37
COCCN1C(=O)c2oc3cc(C)c(C)cc3c(=O)c2C1c1ccc(O)cc1 (centres undefined) | -12 | 42
CS(=O)(=O)N1CCc2cc(-c3csc(NCC4CCCO4)n3)ccc21 (centres undefined) | 25 | 26
Cc1ccc(NC(=O)NC2CCCCC2)cc1Cl | 9 | 16
CCCCCOC(=O)C1=C(C)N(C)C(=O)NC1c1cc(Br)c(O)c(OC)c1 (centres undefined) | -65 | 30

Overlap with the part before: six entries, followed by the next part.
SMILES | mHtt clearance | mHtt clearance grain fraction
Cc1cc(NC(=O)CSc2nnc(C3CC3)n2N)no1 | -9 | 38
Cc1ccccc1CSc1ncc(C#N)c(N)n1 | 4 | 37
COCCN1C(=O)c2oc3cc(C)c(C)cc3c(=O)c2C1c1ccc(O)cc1 (centres undefined) | -12 | 42
CS(=O)(=O)N1CCc2cc(-c3csc(NCC4CCCO4)n3)ccc21 (centres undefined) | 25 | 26
Cc1ccc(NC(=O)NC2CCCCC2)cc1Cl | 9 | 16
CCCCCOC(=O)C1=C(C)N(C)C(=O)NC1c1cc(Br)c(O)c(OC)c1 (centres undefined) | -65 | 30
Cc1ccccc1NC(=O)c1cnc(Nc2nc3ccccc3s2)nc1C | -11 | 42
CN1C2C=C3C(C#N)=C(N)C(C#N)(C#N)[C@H](c4c(F)cccc4F)[C@H]3C1CC2 (some centres undefined) | 0 | 43
C=CCn1c(SCC(=O)Nc2sc(C)c(C)c2C(=O)OCC)nnc1-c1sc(N)nc1C | 25 | 13
CC1CCC(C(C)C)C(OC(=O)COC(=O)c2ccc(=O)[nH]c2)C1 (centres undefined) | 23 | 27
Cn1c(=O)c2ncn(CC(=O)NC3CCCCCC3)c2n(C)c1=O | -90 | 72
N#CC1=C(N)Oc2n[nH]c(-c3ccccc3)c2C1c1cccnc1 (centres undefined) | 18 | 30
N#Cc1ccc(C(=O)NCC(c2ccco2)N2CCCC2)cc1 (centres undefined) | 38 | 26
CC(=O)Nc1ccc(S(=O)(=O)NCCSCc2ccc(Cl)cc2Cl)cc1 | 3 | 30
COc1cc2[nH]c3c(N4CCC(C(N)=O)CC4)ncnc3c2cc1OC | -27 | 48
CCN(CCC(=O)O)c1ccccc1 | -2 | 21
N#C/C(C(=O)N1CCOCC1)=C1/SC(Cc2ccccc2)C(=O)N1c1ccccc1 (centres undefined) | -13 | 38
CCCCNC(=S)NNC(=O)c1ccco1 | -102 | 34
Cc1ccc2nc(CSc3nnc(-c4ccco4)o3)cc(=O)n2c1 | 43 | 17
CCOc1ccc(N2C(=O)CCC2=O)cc1 | 34 | 12
CC1CCN(C(=O)CSc2nnc(-c3ccco3)o2)CC1 | -23 | 55
Cc1cc(C)c(C#N)c(SCC(=O)N2CCN(Cc3ccccc3)CC2)n1 | -35 | 46
Cc1ccc(S(=O)(=O)NNC(=S)Nc2ccccc2)cc1 | -3 | 21
O=[N+]([O-])/C(=C\Nc1ccccc1)S(=O)(=O)c1ccccc1 | -33 | 50
COc1ccccc1NS(=O)(=O)c1ccc(NC(=O)c2nc3nc(C)cc(C(F)F)n3n2)cc1 | 28 | 23
O=c1cc(N2CCC3(CC2)OCCO3)[nH]c(=O)n1-c1ccc(Cl)cc1 | -50 | 51

5 compounds from above, arranged by number of heavy atoms, largest number first:
SMILES | mHtt clearance | mHtt clearance grain fraction
COc1ccccc1NS(=O)(=O)c1ccc(NC(=O)c2nc3nc(C)cc(C(F)F)n3n2)cc1 | 28 | 23
Cc1ccccc1NC(=O)c1cnc(Nc2nc3ccccc3s2)nc1C | -11 | 42
O=c1cc(N2CCC3(CC2)OCCO3)[nH]c(=O)n1-c1ccc(Cl)cc1 | -50 | 51
CC1CCC(C(C)C)C(OC(=O)COC(=O)c2ccc(=O)[nH]c2)C1 (centres undefined) | 23 | 27
CC1CCN(C(=O)CSc2nnc(-c3ccco3)o2)CC1 | -23 | 55

(more compounds)
SMILES | mHtt clearance | mHtt clearance grain fraction
COC(=O)c1ccccc1NC(=O)CN(C1CCCCC1)S(C)(=O)=O | 20 | 15
COC(=O)CNC(=O)CNC(=O)Nc1ccccc1 | 5 | 16
CSc1ccccc1C(=O)Nc1ccc(C)c(C)c1 | 53 | 7.6
c1ccc2c(c1)oc1c(N3CCN(Cc4ccc5c(c4)OCO5)CC3)ncnc12 | -80 | 32
Cc1nc2sc(C(c3cccs3)N3CCOCC3)c(O)n2n1 (centres undefined) | 58 | 13
COc1ccc(-c2cc(C(=O)NCCN3CCOCC3)c3ccccc3n2)cc1 | -8 | 21
CC1CC2(C)Oc3ccccc3C3OCC1(CO)C(C)C32 (centres undefined) | 39 | 11
Cc1ccc(/C(C#N)=C\c2cn(C)c3ccccc23)cc1 | 15 | 16
COc1ccc(CNC(=O)c2nnn(Cc3ccc(OC)cc3)c2N)cc1 | -370 | 157
O=c1nc2s/c(=C\c3ccco3)c(=O)n2nc1Cc1ccccc1 | -5 | 23
CCN(CC)S(=O)(=O)c1cccc(-c2nnc(SCCOc3ccccc3)o2)c1 | -23 | 47
O=C1OCC(c2ccccc2)=C1c1ccc(S(=O)(=O)N2CCOCC2)s1 | -12 | 41
Clc1cccc(CSc2ncn(-c3ccccc3)n2)c1 | -43 | 29
O=C(CSc1nnc2ccccn12)NC(=O)NC1CCCC1 | 15 | 37
Cc1nc(N)nc(C)c1Cc1ccccc1 | -61 | 57
Oc1ccccc1C1Nc2cccc3cccc(c23)N1 | -47 | 32
N=c1sccn1CC(=O)NCCc1ccc(Cl)cc1Cl | 10 | 19
Cc1ccc(-n2nc3c(N4CCN(c5ccccc5)CC4)nnc(C)c3c2C)cc1 | 62 | 7.3
O=C(CCSc1ccccc1)NCCSc1ccccn1 | -33 | 48
COC(=O)c1ccccc1NC(=O)N1CSC[C@H]1C(=O)OC | 33 | 14
CN(c1nc2c(c(=O)n(C)c(=O)n2C)n1CC(=O)c1ccccc1)C1CCCCC1 | -19 | 44
COC(=O)Cn1cc(C#N)c2ccccc21 | -20 | 23
Cc1ccc(-c2c(C)sc(=NC(=O)c3ccco3)n2C)cc1 | -61 | 63
CN(C(=O)c1ccccn1)c1nnc(-c2cccnc2)s1 | -33 | 24
CCCCN1C(=O)C2C(c3ccc(OC)cc3O)NC(CC(C)C)(C(=O)O)C2C1=O (centres undefined) | -52 | 69
Cn1c(SCC(=O)N2CCc3ccccc32)nc2cccnc21 | 41 | 20
CCCOc1cc(C)c(Cl)cc1S(=O)(=O)N(CC)CC | -1 | 19
CNC(=O)c1ccc(-c2ccccc2)s1 | -16 | 49
O=C(NC1CCCC1)C(c1ccsc1)N(C(=O)Cc1cccs1)c1cccc(F)c1 (centres undefined) | 30 | 22
CC(C)(C)n1ncc2c(=O)n(CC(=O)NCc3ccccc3Cl)cnc21 | -27 | 47
Clc1ccccc1CSc1nnc(Cn2cnc3ccccc32)n1-c1ccccc1 | 4 | 20
CC1(C)CC(=O)c2sc(N3CCCCC3)nc2C1 | -21 | 27
O=C(Nc1nnc(-c2ccco2)s1)C1CC1 | 33 | 23
O=[N+]([O-])c1cccc(/C=N/Nc2cc(Cl)nc(-c3ccccc3)n2)c1 | -25 | 38
COc1ccc2cc3c(N)c(C(=O)N4CCCC4)sc3nc2c1 | -45 | 30
Nc1nnc(SCc2ccccc2)n1-c1ccccc1 | 5 | 16
COCc1nnc(NS(=O)(=O)c2ccc(NC(C)=O)cc2)s1 | 6 | 37
CCC1(C)Cc2c(sc3nc(SCC(=O)O)[nH]c(=O)c23)CO1 (centres undefined) | 36 | 13
CSc1nc2ccccc2n1Cc1cccc(F)c1 | -6 | 20
N#Cc1c(N)nc(SCc2ccccn2)c(C#N)c1-c1cccs1 | -42 | 63
COc1ccc(C(=O)N2CCC(C(=O)O)CC2)cc1 | 30 | 14

An excerpt from above in order of their number in mHtt clearance grain fraction, rising:
compound,mHtt clearance,mHtt clearance grain fraction
O=C(NC1CCCC1)C(c1ccsc1)N(C(=O)Cc1cccs1)c1cccc(F)c1 (centres undefined),30,22
CCn1c(=O)n(CC(=O)N(C)Cc2ccccc2)c(=O)c2ccccc21,-32,26
N#C/C(C(=O)N1CCOCC1)=C1/SC(Cc2ccccc2)C(=O)N1c1ccccc1 (centres undefined),-13,38
CC1CCN(C(=O)CSc2nnc(-c3ccco3)o2)CC1,-23,55
